# Screening data from PubChem.
# Epigenetic derep: regulators of epigenetic silencing causing reporter derepression in mouse cells; murine LDR cells, GFP reporter derepression, 30 h; Potency, µM (top dose mostly 53.9 µM), for the others: top-dose GFP activation, actives largely listed as activators; actives 0.2% (n = 280,000); AID 1865; note: potency is the fitted concentration of half-maximal effect; % of control where 0% means no effect; nearly all actives have a fitted effect of over 60% in size
#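 In this reporter-derepression format, murine cells bearing a silenced integrated CMV-GFP locus incubate with test compound (30 h, 37 C), then are washed and imaged; fluorescent objects of 20–120 um count as induced cells.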
# IMPase Li inh: cell-permeable IMPase inhibitors with lithium potentiation; CHO-M1 cells, IP1 TR-FRET (IP-One), carbachol + lithium; AID 1457; actives 0.35% (n = 210,000); Potency, µM (doses to about 59.4 µM), for the others: top-dose activity, negative = IMPase inhibition, most hits filed as inhibitors;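 note: IP1 builds up when IMPase is blocked and the TR-FRET signal falls; potency is the fitted concentration of half-maximal effect; plate controls were basal vehicle for no effect and high inhibitor control for full effect; nearly all actives have a fitted effect of over 50% in size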
#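 CHO cells stably expressing M1 receptor (2000/well, cultured 16–30 h) treated 30 min at 37C with compound plus low lithium. Cytosolic IP1 by TR-FRET (665/620 ratio and 620 channel) after 10 min lysis; AC50 by Hill fit.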
# KinaseGlo FLuc: counter-screen: inhibitors of Kinase-Glo firefly luciferase; Kinase-Glo luciferase, ATP luminescence, 8 min; AID 1379; Q27757; actives 0.28% (n = 200,000); Potency, µM (highest dose often 38.3 µM), for inactives: top-dose activity change, negative = inhibition, most hits filed as inhibitors; note: potency is the fitted concentration of half-maximal effect; % is set by controls: 0 for no effect and ±100 for the full control effect; nearly all actives have a fitted effect of over 60% in size
#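 Luminescence was the read-out, taken after 8-minute incubation at ambient temperature. Luciferase turned over luciferin with 10 uM ATP in imidazole pH 7.2 buffer containing KCl, MgCl2, Tween 20 and BSA.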
# CBFb-RUNX1 inh: inhibitors of human CBF-beta and RUNX1 interaction; AID 1477; Potency, µM (doses to about 59.8 µM), without a hit: at the top dose activity, negative = inhibition, most hits filed as inhibitors; 230,000 tested, under 10 active; AlphaScreen CBFb-His/RUNX1-biotin binding, biochemical; Q01196+Q13951; note: % of control where 0% means no effect
# Target sequence (Q01196 whole entry, looked up): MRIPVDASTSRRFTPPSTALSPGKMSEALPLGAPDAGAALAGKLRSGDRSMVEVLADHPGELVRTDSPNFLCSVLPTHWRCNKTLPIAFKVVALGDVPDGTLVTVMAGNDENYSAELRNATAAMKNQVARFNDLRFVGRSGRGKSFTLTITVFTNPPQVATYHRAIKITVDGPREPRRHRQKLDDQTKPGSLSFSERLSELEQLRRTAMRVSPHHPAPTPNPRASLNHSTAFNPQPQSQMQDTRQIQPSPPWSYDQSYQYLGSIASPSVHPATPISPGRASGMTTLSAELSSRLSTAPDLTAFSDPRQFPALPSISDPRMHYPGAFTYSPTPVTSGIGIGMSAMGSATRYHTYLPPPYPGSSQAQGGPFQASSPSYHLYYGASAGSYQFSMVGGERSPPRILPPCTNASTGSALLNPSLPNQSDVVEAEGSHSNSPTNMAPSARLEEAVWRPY
# Target sequence (Q13951 whole entry, looked up): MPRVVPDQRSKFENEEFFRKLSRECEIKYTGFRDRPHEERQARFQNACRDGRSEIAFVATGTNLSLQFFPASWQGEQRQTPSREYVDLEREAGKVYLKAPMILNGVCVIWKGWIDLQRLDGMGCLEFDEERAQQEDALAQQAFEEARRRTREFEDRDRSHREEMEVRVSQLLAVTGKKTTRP
#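 Bead-based AlphaScreen assay; binding partners His-tagged CBF-beta and biotinylated RUNX1 at 30 nM each. Compound exposure 15 min after a 20-min protein preincubation; bead step 90 min; all steps at room temperature.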
# Lamin A splicing: LMNA splicing modulation. HeLa LMNA splicing GFP/RFP minigene ratio, 48 h. Potency, µM (doses to about 46.1 µM), inactives show at the top dose ratio change, negative = inhibition, most hits filed as inhibitors. actives 0.01% (n = 200,000); active = well fitted inhibition curve with a large enough effect in the signal ratio, with a control signal flat, not every such curve was filed as active; inconclusive = small, poorly fitted or top-dose-only effect, or effect the other way, or a change in a side signal; the % refers to the signal ratio; note: potency is the fitted concentration of half-maximal effect; % is set by controls: 0 for no effect and ±100 for the full control effect
#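 S3 HeLa stable clones carrying a lamin A-EGFP splicing minigene plus DsRed2 were seeded at 600 cells/well in Opti-MEM with 2% FBS, pin-dosed and incubated 48 h at 37°C. Acumen cytometry (488 nm) gave the GFP/RFP total-intensity ratio.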
# HttQ103 aggreg: mutant huntingtin aggregation inhibition. PC12 HttQ103-GFP aggregates, Acumen cytometry, 40 h. Potency, µM (doses to about 46.1 µM), without a hit: at the highest dose activity change, negative = inhibition, actives largely listed as inhibitors. actives 1.1% (n = 220,000); note: potency is the fitted concentration of half-maximal effect; % is set by controls: 0 for no effect and ±100 for the full control effect; nearly all actives have a fitted effect of over 60% in size
#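 Multiplexed with ATP-based cell death, this channel scores GFP aggregates in PC12 cells expressing inducible HTTex1-Q103-GFP. Induction used 100 nM tebufenozide; compounds were tested in concentration series.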
# NPSR antagonist: antagonists of human neuropeptide S receptor cAMP signaling | Q6W5P4 | CHO-NPSR cells, cAMP TR-FRET, antagonist mode | Potency, µM (top dose mostly 38.3 µM), for inactives: at the highest dose activity change, negative = inhibition, actives largely listed as inhibitors | actives 1% (n = 220,000) | AID 1461; note: potency is the fitted concentration of half-maximal effect; % is set by controls: 0 for no effect and ±100 for the full control effect; nearly all actives have a fitted effect of over 50% in size; many of its hits are not listed in these tables
# Target sequence (Q6W5P4 whole entry, looked up): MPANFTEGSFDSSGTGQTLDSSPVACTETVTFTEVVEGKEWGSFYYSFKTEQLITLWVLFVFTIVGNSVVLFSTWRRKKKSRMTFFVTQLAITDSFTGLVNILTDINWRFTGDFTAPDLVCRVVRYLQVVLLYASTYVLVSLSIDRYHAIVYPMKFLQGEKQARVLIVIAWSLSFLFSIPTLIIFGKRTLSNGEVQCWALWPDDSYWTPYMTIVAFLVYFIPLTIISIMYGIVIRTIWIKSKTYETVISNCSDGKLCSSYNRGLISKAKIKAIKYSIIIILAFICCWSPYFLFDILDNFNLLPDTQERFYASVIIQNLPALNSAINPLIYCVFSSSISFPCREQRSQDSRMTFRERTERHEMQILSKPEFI
# * = called active by the depositor; u = inconclusive; x = not tested or not shown; & = joins results of further samples; [ ] = dose if it differs, or a comment. Unless noted, calls come from the whole dose curve; as a rule, active = well fitted curve in the direction sought with a large enough effect; inconclusive = small, poorly fitted or top-dose-only effect, or another doubt; inactive = no such curve, though single readings can be large; an effect the other way counts as inactive or inconclusive.
SMILES,Epigenetic derep,IMPase Li inh,KinaseGlo FLuc,CBFb-RUNX1 inh,Lamin A splicing,HttQ103 aggreg,NPSR antagonist
Cc1ccc2c(c1)N(CC(=O)N1CCCc3ccccc31)C(=O)C(C)O2 (stereo not drawn),-1.6%,-0.6%[38.3 µM],-0.7%,1.6%,-1.4%,-1.2%,-20.2%[46.1 µM]
CCCC[C@@H]1CNC(=S)N1CCc1cccc(F)c1,-1.3%,9.1%,x,3.7%,x,-9.8%[9.22 µM],17.6%
Cc1ccc2c(c1)c1c3n2CCN(C(=O)Cn2c(-c4ccccc4)noc2=O)C3CCC1 (stereo not drawn),1.9%,-11.3%[38.3 µM],-0.7%,-18.5%,-10.9%,-7.2%,6.3%[46.1 µM]
Cn1c(CCNC(=O)c2cccs2)nnc1SCC(=O)N1CCN(c2ccccc2)CC1,-2.1%,23.0%[38.3 µM],2.0%,6.8%,6.5%,3.3%,-0.1%[46.1 µM]
CCCC(=O)C1=C(N(C)c2ccccc2)CC(C)(C)C(C(=O)OC)C1=O (stereo not drawn),0.0%,15.8%[38.3 µM],-2.5%,12.0%,4.4%,5.9%,2.6%[46.1 µM]
O=C(CN1CCC(NC(=O)Nc2ccccc2-c2ccccc2)CC1)NCc1ccco1,0.0%,35.3%[activator][38.3 µM],-3.7%,-2.4%,20.7%,14.8%,2.2%[46.1 µM]
CCC(Cc1ccccc1)NC(=O)CSc1ccsc1[N+](=O)[O-] (stereo not drawn),-1.0%,26.6%[38.3 µM],-2.0%,-5.4%,0.1%,-3.3%,-10.3%[46.1 µM]
CCOc1ccc(N2C(=O)C(Cl)=C(Nc3ccccc3O)C2=O)cc1,u,18.6%[38.3 µM],-1.3%,-22.5%,-11.7%,7.4%,-22.0%[46.1 µM]
CCOC(=O)/C=c1\s/c(=C\c2ccc(C#N)cc2)c(=O)n1CC(=O)NCc1ccco1,1.0%,-2.5%,-0.2%,1.4%,0.1%,18.0%,3.9%
Cc1cc(C)c(S(=O)(=O)NCC(CCC(=O)O)C(F)(F)F)c(C)c1 (stereo not drawn),-0.7%,-0.7%,-0.4%,-3.0%,15.7%[9.22 µM],8.7%,14.0%
Cc1ccc2[nH]c3c(c2c1)CN(C)CC3,-1.0%,7.3%,-3.9%,-1.5%,-15.1%,-10.5%,3.0%[46.1 µM]
CCC(Sc1nncn1C)C(=O)Nc1nnc(-c2ccccc2Cl)s1 (stereo not drawn),0.0%,14.0%[38.3 µM],-0.3%,2.9%,u,3.1%,-7.9%[46.1 µM]
O=C(Nc1cccc2c1CCCC2)C1CCN(C(=O)NC2CCCCC2)CC1,-0.5%,-5.3%[38.3 µM],14.9%,-2.2%,3.1%,3.9%,-8.9%[46.1 µM]
CCOC(=O)C1CCN(C(=O)CN2C(=O)C(CC)Oc3ccccc32)CC1 (stereo not drawn),-1.0%,16.0%[38.3 µM],-0.8%,13.6%,4.8%,5.6%,-24.6%[46.1 µM]
O=C(c1ccccn1)N1CCN(S(=O)(=O)c2ccccc2)CC1,-3.2%,1.2%,2.5%,12.5%,-8.8%[46 µM],2.0%,3.7%
Nn1c(SCC(=O)Nc2cc(S(=O)(=O)N3CCOCC3)ccc2Cl)nnc1-c1cccnc1,-0.3%,8.7%,-2.1%,-20.2%,-6.1%[46 µM],-4.6%,10.0%
CCOC(=O)c1sc2nc(C)n(N)c(=O)c2c1C,-1.6%,9.8%,1.3%,13.0%,-1.3%[46 µM],1.5%,10.8%
CCc1ccc(C(=O)COC(=O)c2cc([N+](=O)[O-])ccc2NCCO)cc1,-0.9%,3.9%,-1.0%,-16.9%,u,-11.5%,0.6%
CC(NC(=O)c1ccccc1NS(C)(=O)=O)c1ccccc1 (stereo not drawn),-1.6%,17.9%[38.3 µM],1.9%,2.4%,-9.1%,-9.8%,-5.3%[46.1 µM]
CCC1(c2ccc(Cl)cc2)NC(=S)N(c2ccc(C)c(C)c2)N1 (stereo not drawn),-1.6%,x,x,-5.7%,x,-0.7%[9.22 µM],8.8%
O=C(Oc1ccccc1N1C(=O)C2CCCCC2C1=O)c1ccccc1F (stereo not drawn),0.0%,4.1%,1.5%,-0.4%,u,2.5%,12.2%
Cc1ccc(NC(=O)CSc2nnc(CNC(=O)c3cccs3)o2)c(C)c1,-0.1%,-2.5%,0.6%,3.9%,x,-19.7%,7.0%
O=C(Nc1ccccc1F)c1ccc(OCc2ccccc2)cc1,0.1%,0.6%,-5.5%,5.7%,18.7%,-5.0%,0.6%
CC1=C(C(=O)Nc2ccccn2)C(c2ccc(Cl)cc2Cl)NC(=S)N1 (stereo not drawn),-0.1%,1.5%,1.3%,-6.7%,x,-3.8%,-8.0%
COc1ccc(O)c(C(=O)/C=C/c2cc3ccccc3o2)c1,3.0%,x,x,3.1%,u,x,-23.1%
c1ccc2oc(SCc3cn4ccccc4n3)nc2c1,0.0%,21.6%[38.3 µM],-4.0%,6.4%,-12.4%,-26.6%,-11.8%[46.1 µM]
CCOc1cc(CNc2ccc(N3CCOCC3)cc2)cc(Br)c1OCC,0.2%,6.1%,2.6%,u,u,5.7%,-11.6%
CNC(=S)N(CCc1cccc(C)c1)Cc1cc2cc(OC)c(OC)cc2[nH]c1=O,2.9%,5.4%,0.1%,-0.2%,-13.7%,10.8%,-0.9%
CSc1ncccc1C(=O)NCCc1ccc(Cl)cc1,-1.4%,4.2%,3.3%,1.9%,2.3%[46 µM],2.3%,1.8%
COC(=O)CCC(=O)Nc1cccc2c(NC(=O)CCC(=O)OC)cccc12,4.8%,36.5%[38.3 µM],-3.3%,11.1%,-9.4%,-5.4%,-18.3%[46.1 µM]
COc1ccc(C2=NN(CC(=O)NCc3ccco3)C(=O)CC2)cc1,0.0%,9.9%,3.0%,13.5%,-6.0%,11.3%,1.5%[46.1 µM]
Nc1nnc(SCCOc2ccc(Br)cc2)s1,-1.0%,19.8%[38.3 µM],1.7%,1.1%,-29.6%,-20.3%,u
COc1ccc(-c2[nH]ncc2/C=C(\C#N)C(=O)NC2CC2)cc1,1.9%,-9.2%[38.3 µM],3.1%,-1.4%,-1.6%,-11.1%,-4.4%[46.1 µM]
O=C(CSC1CN(C(c2ccccc2)c2ccccc2)C1)N/N=C/c1ccc(Cl)cc1Cl,-0.3%,x,x,-1.3%,x,-11.3%[9.22 µM],-7.8%[7.67 µM]
Cc1cccc(-n2cc(CN3CCN(C(=O)c4ncn[nH]4)CC3)c(-c3cccc(F)c3)n2)c1,2.1%,-0.6%,-0.9%,-3.9%,7.8%[46 µM],15.1%[9.22 µM],58.3%
O=C(O)CSCc1nc2ccccc2[nH]1,-1.3%,-1.5%,-1.4%,1.6%,-1.3%[46 µM],17.7%,5.5%
CN(c1ccc(C(=O)NCCC2=CCCCC2)cc1)S(C)(=O)=O,-0.7%,-3.9%[38.3 µM],-2.4%,3.4%,u,-3.8%,-0.3%[46.1 µM]
Cn1c(=O)c2c(ncn2CC(=O)Nc2ccc(Cl)cc2Cl)n(C)c1=O,-2.1%,-6.9%[38.3 µM],-5.1%,1.5%,-1.5%,-11.3%,5.3%[46.1 µM]
O=C(CN1c2ccccc2Sc2ccccc21)NNC(=O)Nc1ccc(Cl)c(Cl)c1,3.3%,x,x,3.4%,x,7.8%[9.22 µM],-42.7%
COc1ccc(CC(=O)Nc2nccs2)cc1OC,0.0%,3.6%,1.3%,5.4%,u,24.2%,12.3%
CCOC(=O)N1CCC(N2Cc3cccc(C(=O)Nc4cc(F)ccc4F)c3C2=O)CC1,-4.2%,-23.4%[38.3 µM],-0.4%,0.5%,2.6%,-9.8%,-12.0%[46.1 µM]
Cc1ccc(NC(=O)C2CC(=O)n3c(nc4ccccc43)N2)cc1Cl (stereo not drawn),-4.8%,2.6%,-1.6%,-7.1%,-4.7%[46 µM],16.6%,4.2%
Nc1nc(-c2cccnc2)nn1C(=O)c1ccc(Cl)cc1,-3.5%,1.1%,-1.6%,9.0%,-17.3%[46 µM],28.1%,22.8%
Clc1ccc(-c2nnc3n2CCCS3)cc1,-0.3%,-2.1%[38.3 µM],-3.9%,-0.5%,-6.6%,2.4%,5.3%[46.1 µM]
COc1ccc(OC)c(/C=C/C(=O)N(C)CC(=O)Nc2cc(C)ccc2C)c1,-1.0%,-1.5%,2.4%,14.1%,5.1%,20.6%,2.8%
O=S(=O)(NCc1cn2ccsc2n1)c1cccs1,-1.0%,2.2%[38.3 µM],-1.7%,-8.4%,0.4%,-0.2%,3.0%[46.1 µM]
COc1ccccc1OCC(=O)Nc1ccc(S(=O)(=O)N2CCN(C)CC2)cc1,4.3%,7.1%,-3.3%,0.3%,6.9%[46 µM],-7.1%[9.22 µM],-22.8%
COc1cc(/C=N/NC(=O)c2cccnc2)ccc1OCC(=O)N1CCOCC1,-0.9%,x,x,-1.9%,-9.6%,u,-15.1%[46.1 µM]
CN(CC(=O)NCc1ccc(Cl)cc1)S(=O)(=O)c1cccc2cccnc12,5.1%,-3.0%[38.3 µM],-0.4%,2.6%,-5.5%,-4.6%,-0.8%[46.1 µM]
Cc1cc(N2CCN(S(=O)(=O)Cc3ccccc3)CC2)n2ncnc2n1,0.6%,24.1%[38.3 µM],2.9%,9.4%,-6.8%,17.9%,-7.7%[46.1 µM]
CCOc1ccc2nc(NS(C)(=O)=O)sc2c1,-1.0%,22.1%[38.3 µM],-1.5%,1.0%,2.6%,-2.6%,-7.4%[46.1 µM]
COc1ccc(NC(=O)CSc2nc3c([nH]c4ccccc43)c(=O)n2C)cc1,-5.1%&0.0%,1.0%,0.2%,4.0%,-1.7%&-0.3%[46 µM],16.5%,-3.7%
COC(=O)C1=C(C(=O)OC)[C@@H]2Nc3ccccc3[C@@]23C[C@@H](C(=O)OC)N(S(=O)(=O)c2ccc(C)cc2)C3=N1,x,-0.6%,-3.5%[7.66 µM],6.4%[13.1 µM],-6.1%[9.22 µM],x,x
CCn1cc([C@@H]2C[C@H]3CN(Cc4cccc(Cl)c4)C(=O)[C@]34CCCN24)cn1,-5.9%,20.4%,1.8%,26.3%,x,-11.2%,-8.7%
CC(Cc1ccccc1)N/C=C1/CC(=O)NC1=O (stereo not drawn),1.9%,23.1%[38.3 µM],-4.2%,5.3%,12.9%,u,-3.9%[46.1 µM]

# This is a subset. The share of hits here may be higher or lower than overall.
